Screening data from PubChem.
RGS7-Gao: RGS7-Galphao binding modulators, primary screen, biochemical, multiplexed bead flow cytometry. Guanine nucleotide-binding protein G(o) subunit alpha (Homo sapiens), P09471. actives lie on both sides. binding response (% of control), % at 10 µM. hit rate 0.35% among 220,000; in the data active = binding response below about 49% or above about 150%; inconclusive = no clear call, values can overlap the other calls; inactive = in between;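 note: fluorescent Galphao held in activated GDP-AlF4 state binding bead-coupled RGS7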
Target sequence (P09471 whole entry, looked up): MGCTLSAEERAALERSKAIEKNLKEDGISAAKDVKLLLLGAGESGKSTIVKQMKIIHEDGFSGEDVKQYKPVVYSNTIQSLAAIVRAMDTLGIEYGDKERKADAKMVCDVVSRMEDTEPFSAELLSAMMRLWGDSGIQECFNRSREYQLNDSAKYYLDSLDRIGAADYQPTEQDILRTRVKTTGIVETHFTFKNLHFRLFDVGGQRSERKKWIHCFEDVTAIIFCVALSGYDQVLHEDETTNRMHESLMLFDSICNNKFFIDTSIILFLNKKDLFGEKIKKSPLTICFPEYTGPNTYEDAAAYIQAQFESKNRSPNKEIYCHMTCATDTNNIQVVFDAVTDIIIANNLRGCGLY
ABCG2 block: ABCG2 efflux pump inhibitors, primary screen, multiplex with ABCB1, IgMXP3 cells, flow cytometry | JC-1 efflux | inhibition, % at 6.6 µM | hit rate 0.1% among 190,000 | AID 1325, 2008;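 active = inhibition above 80%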;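 note: 0% = DMSO and 100% = nicardipine control wells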
Target sequence (Q9UNQ0 whole entry, looked up): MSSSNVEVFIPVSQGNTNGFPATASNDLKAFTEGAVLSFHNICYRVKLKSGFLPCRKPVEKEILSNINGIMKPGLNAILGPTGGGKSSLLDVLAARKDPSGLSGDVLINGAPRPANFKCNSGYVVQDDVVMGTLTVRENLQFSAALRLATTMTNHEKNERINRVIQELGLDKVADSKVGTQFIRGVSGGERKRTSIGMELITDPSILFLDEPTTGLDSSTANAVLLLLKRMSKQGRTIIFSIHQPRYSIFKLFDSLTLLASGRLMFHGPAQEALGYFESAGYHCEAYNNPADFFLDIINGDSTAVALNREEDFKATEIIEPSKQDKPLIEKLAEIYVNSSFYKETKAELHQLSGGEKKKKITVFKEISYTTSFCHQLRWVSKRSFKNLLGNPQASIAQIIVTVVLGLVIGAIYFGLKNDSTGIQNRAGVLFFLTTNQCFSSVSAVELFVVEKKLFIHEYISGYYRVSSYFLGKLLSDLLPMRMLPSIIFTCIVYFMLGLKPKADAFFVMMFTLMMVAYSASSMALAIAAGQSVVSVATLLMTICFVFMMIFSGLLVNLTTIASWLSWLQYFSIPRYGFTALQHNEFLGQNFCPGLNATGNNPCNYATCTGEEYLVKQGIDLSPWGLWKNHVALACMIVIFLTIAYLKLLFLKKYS
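Read-out basis: Efflux inhibition in percent versus controls | Test system: ABCG2 IgMXP3 and barcoded ABCB1 CCRF-Adr cell mix | Quantity: 3 million cells/mL in well | Schedule: 10 min at 25 °C | Control set: Nicardipine as high control, DMSO as low control | Reagent: JC-1 as fluorescent efflux pump substrate | Signal: Flow cytometry of retained JC-1 fluorescence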
GSH bead fluor: compound fluorescence on glutathione beads, profiling panel, artefact control, biophysical, 488/530 nm, flow cytometry; fluorescence (KMESF) at 10 µM; hit rate 0.25% among 190,000; GSH beads flow cytometry, compound fluorescence 488/530 nm; hits give high values; in the data active = fluorescence above about 89;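 note: glutathione beads carrying GST-tagged Bcl family fusion proteins plus one bare bead set; values are compound well signal with DMSO vehicle wells as background; inactives centre near 16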
Bcl-W Bim block: inhibitors of Bim binding to Bcl-W, primary screen, biochemical, multiplexed, bead-based flow cytometry; Bcl-2-like protein 2 (Homo sapiens), Q92843; Bim peptide-Bcl-W binding; inhibition, % at 10 µM; hit rate 0.02% among 190,000;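 note: 0% = bound tracer without compound and 100% = peptide blocker; higher means less fluorescent Bim peptide bound to Bcl-W beads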
ABCB1 inh: ABCB1 efflux pump inhibitors, primary screen, cell-based, multiplex, flow cytometry, ABCG2 counter-screen | hit rate 0.067% among 190,000 | CCRF-Adr cells, JC-1 efflux | inhibition, % at 6.6 µM | ATP-dependent translocase ABCB1 (Homo sapiens), P08183 | AID 1326, 2008; in the data active = inhibition above about 40%;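 note: 0% = vehicle and 100% = reference inhibitor; higher value means more JC-1 retained so stronger ABCB1 efflux block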
Bcl-XL Bim block: inhibitors of Bim-Bcl-XL binding, primary screen, biochemical, multiplexed, bead flow cytometry, human Bcl-XL | hit rate 0.04% among 190,000 | inhibition, % at 10 µM | Bim peptide-Bcl-XL binding, fluorescence | AID 1007, 2008
RGS8-Gao reg: RGS8-Galphao binding modulators, primary screen, biochemical, multiplexed bead flow cytometry. Guanine nucleotide-binding protein G(o) subunit alpha (Homo sapiens), P09471. actives lie on both sides. response (percent of control binding), % at 10 µM. hit rate 0.34% among 220,000. AID 1423, 2008; in the data active = response below about 60% or above about 140%; inactive = in between;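 note: Galphao activated as the GDP aluminium fluoride complex binding bead-coupled RGS8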
Bcl-B Bim block: inhibitors of Bim-Bcl-B binding, primary screen, biochemical, multiplexed, human Bcl-2 family; AID 951, 2007; Bcl-2-like protein 10 (Homo sapiens), Q9HD36; inhibition, % at 10 µM; hit rate 0.073% among 190,000; bead-based flow cytometry, Bim peptide-Bcl-B binding;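 note: 0% = tracer peptide without compound and 100% = reference inhibitor peptide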
RGS4-Gao reg: modulators of RGS4 binding to Galphao, primary screen, biochemical, multiplexed bead flow cytometry | actives lie on both sides | binding response (% of control), % at 10 µM | hit rate 0.33% among 220,000 | AID 1415, 2008; in the data active = binding response below about 49% or above about 150%; inactive = in between;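 note: fluorescent Galphao activated with aluminum fluoride binding bead-coupled RGS4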
Bim-Bcl-2: inhibitors of Bim-Bcl-2 binding, primary screen, biochemical, multiplexed, human Bcl-2 family | Bead-based flow cytometry, Bim peptide-Bcl-2 binding | hit rate 0.06% among 190,000 | inhibition, % at 10 µM; in the data active = inhibition above about 40%; inconclusive = no clear call, values can overlap the other calls;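 note: 0% = no compound wells with probe peptide and 100% = reference peptide inhibitor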
Bfl-1 Bim block: inhibitors of Bim binding to Bfl-1, primary screen, biochemical, multiplexed, bead-based flow cytometry; Bcl-2-related protein A1 (Homo sapiens), Q16548; Bim-Bfl-1 binding inhibition; inhibition, % at 10 µM; hit rate 0.12% among 190,000; AID 1008, 2008;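 note: 0% = wells without compound plus tracer and 100% = blocker peptide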
An asterisk follows results filed as active; u = inconclusive. Cut-off read from the data, not from the text of the source, unless noted: active = inhibition above about 40%.

SMILES	RGS7-Gao	ABCG2 block	GSH bead fluor	Bcl-W Bim block	ABCB1 inh	Bcl-XL Bim block	RGS8-Gao reg	Bcl-B Bim block	RGS4-Gao reg	Bim-Bcl-2	Bfl-1 Bim block
CCc1nnc(NC(=O)CN2C(=O)/C(=C/c3ccc(OC)c(OC)c3)SC2=S)s1	u	0	11	0	-0.2	-2	102	0	101	1	-1
CCn1c(=O)c2c3c(sc2n2cnnc12)CCC3	92	3	50	2	0.3	-5	97	-4	93	-2	-9
COc1ccc(C(C#N)C2(C)OCCO2)cc1OC (stereo not drawn)	108	-4	29	-2	-3.7	-6	102	-9	111	-2	-9
NC(=O)N=Nc1c(O)[nH]c2c(Br)cc(Br)cc12	93	4	18	8	0.1	10	103	8	97	1	1
COc1ccc(/C=C/C(=O)NCc2cn(C)nc2C)cc1COc1ccc(Br)cc1	101	11	8	2	3.2	1	101	0	100	-2	0
N=c1oc2ccc3ccccc3c2cc1-c1nnc2n1CCCCC2	98	1	22	-1	0.3	-2	103	0	100	-2	2
COc1ccc(-c2ccc(=O)n(Cc3ccc([N+](=O)[O-])cc3)n2)cc1	102	36	14	-3	1.7	-3	100	-3	101	-3	-3
CCOc1ncccc1C(=O)Nc1ccc(F)c(F)c1	101	2	7	-1	-0.3	0	96	-3	102	-3	-3
COc1cccc(-c2nc(CS(=O)CC(=O)NCc3ccc4c(c3)OCO4)c(C)o2)c1 (stereo not drawn)	100	3	15	-4	0.4	-8	100	-9	100	-4	-6
S=C(Nc1ccccc1)N1CCCCCC1	104	6	12	-1	0.5	-4	103	-7	103	-12	-8
O=C(N=Nc1c(O)[nH]c2ccccc12)c1ccc2c(c1)OCO2	105	12	18	0	0.7	-2	98	-1	105	-1	-3
COC(=O)CN1C(=S)N(Cc2ccccc2)C(=O)C1CC(=O)Nc1ccc(OC)cc1 (stereo not drawn)	103	-7	10	-3	-0.5	-4	98	-3	99	-3	-1
CS(=O)(=O)N(Cc1ccccc1)c1ccc(C(=O)NCC2CCCO2)cc1 (stereo not drawn)	103	1	12	1	0.3	-5	107	-3	105	-8	-6
CCCNc1nc2c(c(=O)[nH]c(=O)n2C)n1CCCc1ccccc1	100	34	30	4	1.5	11	101	11	101	16	22
CCn1c(Cc2ccc(OC)cc2)nnc1SCC(=O)Nc1cccc(C(=O)OC)c1	99	34	21	0	0.6	-7	100	-4	100	-7	-25
CCn1c(SCC(=O)Nc2ccc3c(c2)OCO3)nnc1-c1ccccc1O	100	7	22	-4	0.4	-7	99	-7	99	-7	-9
O=C(Cc1ccccc1Cl)N1CCN(c2ccccn2)CC1	u	0	17	6	-0.1	2	101	2	103	3	8
CC(C)(C)C1C=C(Sc2ccccc2)C(=O)O1 (stereo not drawn)	90	5	15	-5	0.4	-5	94	-5	91	-6	-11
CCN1CCN(C(c2cccs2)C(C)NC(=O)c2ccccc2)CC1 (stereo not drawn)	101	0	15	-2	0.0	-3	103	-1	102	0	-1
CCc1c(C)nn(C(=O)/C(C#N)=C\N(C)C)c1C	97	2	11	2	0.1	0	96	-2	96	0	-2
COc1ccc(CNS(=O)(=O)c2cc(OCC(N)=O)c(C)cc2Cl)cc1	102	12	25	-1	0.4	-5	104	-10	103	-14	-16
O=C(N/N=C/C(c1ccccc1)c1ccccc1)c1ccccc1F	88	7	14	-1	1.9	0	96	0	93	0	-3
CCN(CC)S(=O)(=O)c1cc(NC(=O)CNc2c(C)n(C)n(-c3ccccc3)c2=O)ccc1C	u	11	13	0	0.7	-1	97	0	97	0	-4
O=C(NCc1ccc2c(c1)OCO2)C1CCCN(S(=O)(=O)c2cccnc2)C1 (stereo not drawn)	100	-2	19	-2	-2.5	-4	100	-6	100	-8	-10
CCn1nc(C)c(CNC(=O)CC2C(=O)NCCN2CC(C)C)c1C (stereo not drawn)	102	0	23	0	0.3	-4	103	-4	100	0	-4

Looked up one by one from the entries so far:
SMILES	RGS7-Gao	ABCG2 block	GSH bead fluor	Bcl-W Bim block	ABCB1 inh	Bcl-XL Bim block	RGS8-Gao reg	Bcl-B Bim block	RGS4-Gao reg	Bim-Bcl-2	Bfl-1 Bim block
NC(=O)N=Nc1c(O)[nH]c2c(Br)cc(Br)cc12	93	4	18	8	0.1	10	103	8	97	1	1
COc1ccc(CNS(=O)(=O)c2cc(OCC(N)=O)c(C)cc2Cl)cc1	102	12	25	-1	0.4	-5	104	-10	103	-14	-16
CS(=O)(=O)N(Cc1ccccc1)c1ccc(C(=O)NCC2CCCO2)cc1 (stereo not drawn)	103	1	12	1	0.3	-5	107	-3	105	-8	-6
CCc1c(C)nn(C(=O)/C(C#N)=C\N(C)C)c1C	97	2	11	2	0.1	0	96	-2	96	0	-2
O=C(N/N=C/C(c1ccccc1)c1ccccc1)c1ccccc1F	88	7	14	-1	1.9	0	96	0	93	0	-3
CC(C)(C)C1C=C(Sc2ccccc2)C(=O)O1 (stereo not drawn)	90	5	15	-5	0.4	-5	94	-5	91	-6	-11
CCn1c(SCC(=O)Nc2ccc3c(c2)OCO3)nnc1-c1ccccc1O	100	7	22	-4	0.4	-7	99	-7	99	-7	-9

Returning to the listing; the 5 compounds before the break are reprinted first.
SMILES	RGS7-Gao	ABCG2 block	GSH bead fluor	Bcl-W Bim block	ABCB1 inh	Bcl-XL Bim block	RGS8-Gao reg	Bcl-B Bim block	RGS4-Gao reg	Bim-Bcl-2	Bfl-1 Bim block
COc1ccc(CNS(=O)(=O)c2cc(OCC(N)=O)c(C)cc2Cl)cc1	102	12	25	-1	0.4	-5	104	-10	103	-14	-16
O=C(N/N=C/C(c1ccccc1)c1ccccc1)c1ccccc1F	88	7	14	-1	1.9	0	96	0	93	0	-3
CCN(CC)S(=O)(=O)c1cc(NC(=O)CNc2c(C)n(C)n(-c3ccccc3)c2=O)ccc1C	u	11	13	0	0.7	-1	97	0	97	0	-4
O=C(NCc1ccc2c(c1)OCO2)C1CCCN(S(=O)(=O)c2cccnc2)C1 (stereo not drawn)	100	-2	19	-2	-2.5	-4	100	-6	100	-8	-10
CCn1nc(C)c(CNC(=O)CC2C(=O)NCCN2CC(C)C)c1C (stereo not drawn)	102	0	23	0	0.3	-4	103	-4	100	0	-4
Cn1c(=O)cc(OCCCC(=O)NC2CCCC2)c2ccccc21	103	12	37	-4	0.8	-2	119	-2	104	-5	-4
O=S(=O)(c1ccccc1)c1cc(O)ccc1O	102	0	14	-1	0.2	-2	101	-15	99	-2	-1
CC(C)C(NC(=O)C1CCCCC1)C(=O)NCc1ccccn1 (stereo not drawn)	102	6	23	2	0.4	0	102	-4	97	2	-4
COc1ccc(NC(=O)/C=C/c2cccc(F)c2)cn1	102	1	13	-4	0.2	-4	97	-4	91	-6	-2
COc1cc(N)ccc1NC(=O)c1cccs1	102	13	32	0	1.7	-4	101	-5	101	-5	-14
CSc1nc2c(c(=O)[nH]1)C(c1cccc(Br)c1)CC(=O)N2 (stereo not drawn)	96	5	15	1	0.8	2	99	-3	100	-1	-2
Cc1ccc(F)cc1NC(=S)NCCc1ccccc1	102	5	5	-3	0.5	-4	101	-8	101	-2	0
c1ccc(CNCC2COc3ccccc3O2)cc1 (stereo not drawn)	100	4	12	-1	1.5	-6	101	-6	102	-5	-3
Cc1[nH]c(=O)c(C(=O)c2ccccc2O)cc1C(=O)O	u	0	11	0	0.1	-1	101	0	98	2	0
Cc1cc(C(=O)OCC(=O)Nc2cc(S(=O)(=O)N(C)C)ccc2C)c(C)o1	100	7	15	0	0.9	0	102	-5	98	-7	-2
c1ccc2c(-c3nnc(SCc4cn5ccccc5n4)o3)c[nH]c2c1	105	11	16	0	1.5	0	102	-4	103	-3	-14
N#CCCN1CCN(S(=O)(=O)c2ccc(S(=O)(=O)NC3CCCC3)cc2)CC1	97	-1	24	2	-2.1	0	98	-4	98	-8	-8
Cc1ccc(N2CC(C(=O)NC3CCSC3=O)CC2=O)cc1 (stereo not drawn)	98	1	14	-4	1.2	-4	95	-1	98	-5	-5
COc1ccc(CN2CCCC(CNC(=O)c3ccc(F)cc3)C2)c(F)c1 (stereo not drawn)	98	0	12	-1	0.3	0	101	-2	100	-3	-9
O=C(N1CCCCCC1)N1CCN(S(=O)(=O)N2CCCCC2)CC1	97	-8	29	1	0.1	-2	101	-4	97	-2	-9
O=C(CNC(=S)NC(=O)C1CCCCC1)c1ccccc1	100	13	14	0	0.1	-3	101	-6	101	-14	-5
O=C(COC(=O)c1cccnc1)NC1CCCc2ccccc21 (stereo not drawn)	u	3	20	-7	0.4	-8	98	-12	104	-6	-8
Cn1c(C(=O)NCCCN2CCCCC2)cc2sccc21	94	1	11	0	0.3	-5	101	-4	99	-10	-7
O=C(OCC(=O)N1CCOCC1)c1ccc2c(c1)OCCO2	30*	-3	12	3	-0.6	2	42*	4	32*	7	6
COc1ccc(OC)c(S(=O)(=O)N2CCC(C(=O)Nc3ccc(C)c(C)c3)CC2)c1	97	15	22	-3	0.8	-4	102	-12	101	-13	-17
O=C(CSc1c2c(nc3cc(Cl)ccc13)CCCC2)NCc1ccco1	97	2	20	-1	0.7	0	100	2	100	-2	0
Cc1nc2nc[nH]n2c(=O)c1NC(=O)c1cccc(OCC(C)C)c1	101	-6	18	9	-0.7	11	104	8	104	9	9
O=C(O)c1cccc(NC(=S)NC(=O)c2ccc(-c3ccccc3)cc2)c1	103	0	12	0	-0.5	-2	100	-4	100	-4	-3
CC(C)(C)NC(=O)C(c1ccncc1)N(Cc1ccc(F)cc1)C(=O)c1ccc(-c2ccccc2)[nH]1 (stereo not drawn)	97	-2	13	-2	-0.7	0	100	0	100	0	4
CCCC(=O)Nc1ccc(Cl)c(NC(=O)c2cccnc2)c1	100	8	15	0	0.9	-2	91	0	101	-2	0

The order is random; overall some 1.1% were active at least once.
